GSTO1 inh: GSTO1 inhibition, counter-screen for RBBP9 inhibitors; recombinant GSTO1, activity-based probe fluorescence polarization; actives 1.1% (n = 300,000); P78417; inhibition, % at 5.96 µM; AID 1974;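 active = inhibition above the campaign mean inhibition plus 3 SD, cut at about 35% in these data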;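 note: 0% = GSTO1-1 with DMSO and 100% = wells lacking GSTO1-1 enzyme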
Target sequence (P78417 whole entry, looked up): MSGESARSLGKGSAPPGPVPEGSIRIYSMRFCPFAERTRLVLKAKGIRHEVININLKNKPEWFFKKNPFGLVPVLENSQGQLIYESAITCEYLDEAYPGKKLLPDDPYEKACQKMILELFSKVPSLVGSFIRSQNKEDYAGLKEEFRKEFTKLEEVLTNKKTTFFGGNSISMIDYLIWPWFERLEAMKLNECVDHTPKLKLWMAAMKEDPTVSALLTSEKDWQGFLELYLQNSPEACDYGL
PAD4 inh: PAD4 (human) enzyme inhibition. Q9UM07. recombinant PAD4, RCA probe fluorescence polarization. inhibition, % at 6.36 µM. actives 0.41% (n = 330,000). AID 485272;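 active = percent inhibition above a cutoff equal to the mean of all tested compounds plus 3 SD, cut at about 15% in these data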;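 note: 0% = PAD4 with RCA probe and DMSO and 100% = probe without PAD4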
Target sequence (Q9UM07 whole entry, looked up): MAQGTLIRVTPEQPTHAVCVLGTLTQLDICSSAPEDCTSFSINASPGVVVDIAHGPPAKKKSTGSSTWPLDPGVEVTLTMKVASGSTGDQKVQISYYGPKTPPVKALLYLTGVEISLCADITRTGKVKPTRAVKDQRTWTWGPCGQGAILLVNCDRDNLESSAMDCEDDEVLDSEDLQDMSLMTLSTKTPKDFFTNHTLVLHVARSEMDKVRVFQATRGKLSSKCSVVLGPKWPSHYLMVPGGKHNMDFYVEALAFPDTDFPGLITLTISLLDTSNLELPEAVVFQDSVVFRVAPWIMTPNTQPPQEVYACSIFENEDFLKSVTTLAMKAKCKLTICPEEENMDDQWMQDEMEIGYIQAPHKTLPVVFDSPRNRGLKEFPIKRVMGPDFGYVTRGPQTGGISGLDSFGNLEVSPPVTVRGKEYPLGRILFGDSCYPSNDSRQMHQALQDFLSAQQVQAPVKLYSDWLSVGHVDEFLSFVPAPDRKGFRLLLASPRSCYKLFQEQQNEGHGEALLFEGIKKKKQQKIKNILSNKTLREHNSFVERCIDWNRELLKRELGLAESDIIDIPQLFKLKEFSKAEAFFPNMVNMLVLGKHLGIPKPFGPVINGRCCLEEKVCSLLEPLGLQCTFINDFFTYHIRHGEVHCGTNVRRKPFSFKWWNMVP
pPAFAH FP inh: inhibitors of human plasma PAF acetylhydrolase (pPAFAH). recombinant pPAFAH, FP-rhodamine probe fluorescence polarization. actives 1.5% (n = 330,000). Q13093. inhibition, % at 3.39 µM;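 active = inhibition above the mean inhibition across the screen plus 3 SD, cut at about 25% in these data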;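 note: inhibitors block binding of the rhodamine activity-based probe so polarization drops; 0% = enzyme with DMSO and 100% = wells lacking pPAFAH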
LYPLA2 counter: LYPLA2 (human) inhibition in PME1 counter-screen | O95372 | recombinant LYPLA2, FP-Rh probe fluorescence polarization | inhibition, % at 5.9 µM | actives 0.38% (n = 320,000);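 active = inhibition above the screen-wide mean plus 3 SD, limit set per campaign, cut at about 26% in these data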;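 note: 0% = LYPLA2 with DMSO and 100% = wells lacking LYPLA2 enzyme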
PAFAH1B3 inh: blocks human PAF acetylhydrolase 1B catalytic subunit 3 | recombinant PAFAH1B3, FP-rhodamine probe, fluorescence polarization | actives 0.28% (n = 340,000) | inhibition, % at 3.39 µM | AID 492972;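 active = inhibition above the screen-wide average of all tested compounds plus 3 SD, cut at about 25% in these data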;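 note: 0% = enzyme with DMSO only and 100% = wells lacking PAFAH1B3 protein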
PME-1 inh: blocks human protein phosphatase methylesterase 1; Q9Y570; recombinant PME-1, FP-Rh probe fluorescence polarization; inhibition, % at 5.9 µM; actives 0.53% (n = 320,000); AID 2130;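 active = inhibition above the campaign mean of all compounds plus 3 SD, cut at about 26% in these data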;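 note: competitive labeling of PME-1 active site by serine hydrolase directed probe; 0% = PME-1 with DMSO and 100% = wells lacking PME-1 enzyme; inhibitors block probe labeling so polarization falls and inhibition rises; many of its hits are not listed in these tables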
LYPLA1 counter: blocks human lysophospholipase 1, a PME1 counter-screen | O75608 | actives 0.16% (n = 320,000) | recombinant LYPLA1, FP-Rh probe fluorescence polarization | inhibition, % at 5.9 µM;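 active = inhibition above the mean of all tested compounds plus 3 SD, set per campaign, cut at about 14% in these data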;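 note: inhibitors block serine hydrolase probe labeling of LYPLA1 so polarization falls; 0% = enzyme with DMSO and 100% = wells lacking LYPLA1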
PAFAH2 inh: inhibitors of human PAFAH2; Q99487; recombinant PAFAH2, FP-rhodamine activity probe, fluorescence polarization; inhibition, % at 3.39 µM; actives 0.99% (n = 340,000);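 active = inhibition above the mean over all tested compounds plus 3 SD, cut at about 30% in these data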;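 note: inhibitors block probe labeling of enzyme so polarization drops; 0% = enzyme with DMSO and 100% = wells lacking PAFAH2 protein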
PAFAH1B2 FP inh: inhibitors of human PAFAH1B2. P68402. recombinant PAFAH1B2, FP-rhodamine activity probe, fluorescence polarization. inhibition, % at 3.39 µM. actives 1.2% (n = 340,000). AID 492953;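 active = inhibition above the mean of all tested compounds plus 3 SD, cut at about 24% in these data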;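 note: 0% = enzyme with DMSO and 100% = wells lacking PAFAH1B2; many of its hits are not listed in these tables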
Starred values were filed as active, the others as inactive; . = no result given. Not all compounds are listed, so the mix of outcomes need not match the whole.

Sample of the layout (two entries):
SMILES	GSTO1 inh	PAD4 inh	pPAFAH FP inh	LYPLA2 counter	PAFAH1B3 inh	PME-1 inh	LYPLA1 counter	PAFAH2 inh	PAFAH1B2 FP inh
Cc1ccc(CS(=O)Cc2ccc(C(=O)NCc3ccccc3Br)o2)cc1 (stereo not given)	0	3	4	20	4	-3	0	12	4
Cc1sc2ncnc(OCC(=O)NC(C)C(C)C)c2c1C (stereo not given)	5	1	4	10	-4	2	2	0	2

This part in full, previewed entries included:
SMILES	GSTO1 inh	PAD4 inh	pPAFAH FP inh	LYPLA2 counter	PAFAH1B3 inh	PME-1 inh	LYPLA1 counter	PAFAH2 inh	PAFAH1B2 FP inh
Cc1ccc(CS(=O)Cc2ccc(C(=O)NCc3ccccc3Br)o2)cc1 (stereo not given)	0	3	4	20	4	-3	0	12	4
Cc1sc2ncnc(OCC(=O)NC(C)C(C)C)c2c1C (stereo not given)	5	1	4	10	-4	2	2	0	2
O=C(NC(=S)Nc1ccc2[nH]c(=O)[nH]c2c1)c1cccc(F)c1	-8	-1	4	-1	-8	-3	-2	-10	2
CCCCCCN1CC(=O)N2[C@@H](Cc3c([nH]c4ccccc34)C2(C)C)C1=O	8	-1	5	10	5	-5	-4	6	7
C=CCn1c(COc2ccccc2F)nnc1SCC(=O)N1CC(=O)Nc2ccccc21	1	0	8	5	-4	-3	0	2	1
CCN1CCN(c2nc3c(c(=O)n(C)c(=O)n3C)n2CCSc2ncccn2)CC1	0	1	5	1	-2	2	0	5	9
CCCc1cc(-n2ccnc2)n2c(nc3ccccc32)c1C#N	-57	-8	5	-2	6	-3	-4	-1	-3
CCCCCN(C(=O)CCC(=O)OCC(=O)Nc1ccc(C)cc1F)c1c(N)n(CCCC)c(=O)[nH]c1=O	3	1	7	-4	4	-3	2	22	8
CCOC(=O)C1=CN(Cc2ccco2)S(=O)(=O)N(C)C1c1ccccc1 (stereo not given)	.	-5	4	.	9	.	.	5	2
CC(C)CC(C(=O)NC(C)(C)C)N(CC1CCCO1)C(=O)c1snc(C(N)=O)c1N (stereo not given)	3	-4	-1	-2	1	-1	0	2	-4
COc1ccc(CCNC(=O)C(=O)Nc2ccc3c(c2)OCCO3)cc1OC	5	-8	2	3	9	1	-3	-7	6
COc1ccc(N(C(=O)CSCC(=O)Nc2cc(C)on2)C(C(=O)NC2CCCCC2)c2ccc(O)c(O)c2)cc1 (stereo not given)	5	-10	2	-7	6	-1	-2	-2	-2
Cc1ccc(S(=O)(=O)Nc2ccc(Cl)cc2C(=O)c2ccc(F)cc2)cc1	5	-2	5	6	5	10	-2	5	43*
COc1ccc(N2CCN(C(=O)CN(c3ccc(OC)cc3)S(=O)(=O)c3ccccc3)CC2)cc1	3	4	3	6	4	-6	1	0	2
C[C@@H](C(=O)N1CCNCC1)n1cc(CCCN=C(N)N)nn1	14	-6	6	-2	-2	-1	0	-6	-2
O=C1c2ccccc2C(O)N1CCN1CCOCC1 (stereo not given)	-2	-1	-9	-1	-5	-7	-2	1	3
O=C(NC(=S)NC1CCC(O)CC1)c1ccco1 (stereo not given)	.	4	2	.	12	.	.	3	6
COCCn1c(CN2CC(C)CC(C)C2)nc2c1c(=O)n(C)c(=O)n2C (stereo not given)	3	0	2	6	2	5	-2	10	2
Cc1cccc(N(C(=O)Cn2nnc3ccccc32)C(C(=O)NCc2ccco2)c2ccncc2)c1 (stereo not given)	-4	-6	-4	2	3	-1	2	-12	3
COC(=O)c1ccc(NC(=O)CN(c2ccc(C)cc2)S(=O)(=O)c2c(C)n[nH]c2C)cc1	-7	0	1	-5	10	-3	-3	0	0
CCC1S/C(=N\S(=O)(=O)c2cccs2)N(C2CCCCC2)C1=O (stereo not given)	2	-5	1	-6	4	-5	-6	-2	25*
CC(=O)Nc1cccc(C(=O)Nc2ccc(S(=O)(=O)N3CCCCC3)cc2)c1	-3	-4	0	-3	-3	-6	-5	-2	9
Cc1cc(NC(=O)c2ccc3c(c2)OCO3)ccc1NC(=O)c1ccco1	-1	-5	1	-9	4	2	0	-6	4
COc1ccccc1C(=O)C1CCCN(C(=O)c2cc(CC(C)C)nc(C)n2)C1 (stereo not given)	7	2	0	1	9	-1	2	1	2
Cc1cc(=O)oc2cc(O[C@@H]3O[C@H](CO)[C@H](O)[C@H](O)[C@H]3O)ccc12	-3	-2	4	-12	3	-1	-3	-11	0

Additional structures follow:
SMILES	GSTO1 inh	PAD4 inh	pPAFAH FP inh	LYPLA2 counter	PAFAH1B3 inh	PME-1 inh	LYPLA1 counter	PAFAH2 inh	PAFAH1B2 FP inh
CCOc1ccc(NC(=O)CN(C)C(=O)c2cc(S(=O)(=O)N3CCCCC3)ccc2C)cc1OCC	9	3	4	3	2	2	-3	3	4
CNC(=O)CCCc1nc(-c2ccccc2Cl)no1	1	-9	0	-5	4	-12	-5	-1	7
O=C(CN(CC1CCCO1)C(=O)c1nsc(Cl)c1Cl)NC1CCCC1 (stereo not given)	8	3	-3	-2	6	-1	-2	11	-4
CCCCn1c(N)c(N(CC(C)C)C(=O)c2ccc(-c3ccc(C(C)=O)cc3)o2)c(=O)[nH]c1=O	4	1	-1	-8	0	-11	-3	0	-1
Cc1ccc2c(c1)N(C(=O)CCC(=O)Nc1ccccc1Br)CC(C)O2 (stereo not given)	0	-1	0	-2	5	1	-5	-1	7
CCOc1cc(NC(=S)NCCCN2CCOCC2)c(OCC)cc1NC(=O)c1cccc(F)c1	12	-3	3	17	4	-2	1	-1	3
Cc1cc(C)c(C#N)c(SCSCc2ccccc2)n1	-6	3	6	0	12	-11	-4	5	4
O=C(Nc1nc2cc3c(cc2s1)OCO3)C1=COCCO1	-4	4	-4	4	7	1	0	5	0
Cc1ccc(S(=O)(=O)/N=C2\CN(C)C(=O)N2C)cc1	3	-9	-1	0	5	-5	2	3	-2
O=C(Cn1c(CCCO)nc2ccccc21)Nc1ccccc1-c1ccccc1	1	0	11	-6	4	2	0	6	1
CN1CCN(CC(=O)c2cc(C(C)(C)C)c(O)c(C(C)(C)C)c2)CC1	3	3	-2	2	7	1	-1	4	1
CCN(C(=O)COC(=O)/C(C#N)=C/c1ccc(N(C)C)cc1)C1CCS(=O)(=O)C1 (stereo not given)	.	-6	3	.	2	.	.	-6	8
Cc1cc(-c2sccc2C)nc(-n2cccc2)n1	0	0	2	3	2	-2	0	2	4
C(=N\N1CCN(Cc2ccccc2)CC1)/c1ccc(-c2ccccc2)cc1	5	5	0	3	8	-5	0	1	-2
COc1ccc(CCNS(=O)(=O)c2csc(C(N)=O)c2)cc1OC	0	-7	3	-6	3	-6	-3	6	0
C=CCn1c(SCc2ccc(F)cc2)nc2c1c(=O)[nH]c(=O)n2C	-6	-2	1	-3	1	0	-2	3	6
CCN(CC)CCNC(=O)c1ccc(NC(=O)CC(NC(=O)c2ccccc2Cl)c2ccccc2)cc1 (stereo not given)	-1	-1	0	2	8	4	-1	5	3
O=C(Nc1ccc(N2CCCCC2)cc1)c1cccnc1	-6	0	5	4	9	-1	3	8	-1
CC(CNC(=O)CCS(=O)(=O)c1cc2c(cc1Cl)NC(=O)CO2)c1ccccc1 (stereo not given)	-6	-1	3	-4	7	2	-4	6	1
CCc1ccccc1NC(=O)C1CCN(c2cnccn2)CC1	-1	0	8	-1	3	0	3	-10	1
CSc1ccc(/C=C/C(=O)OCC(=O)NC2CC2)cc1	.	3	3	9	1	3	-3	57*	0
N=C(N)SCc1ccccn1	7	0	3	2	7	-2	1	8	2
O=C1C2CCCN2C(c2cccs2)N1c1ccc(F)cc1 (stereo not given)	4	-4	8	-1	-2	2	-3	-4	-2
Cc1cc(C(=O)NC2CCCCC2)on1	11	-4	2	3	0	3	0	-3	3
Cc1cccc(Nc2nnc(SC(C)C(=O)NC3CC3)s2)c1 (stereo not given)	.	1	1	8	4	-3	3	-3	7

Compound profiles, as listed above. Values in the order: GSTO1 inh, PAD4 inh, pPAFAH FP inh, LYPLA2 counter, PAFAH1B3 inh, PME-1 inh, LYPLA1 counter, PAFAH2 inh, PAFAH1B2 FP inh
O=C1C2CCCN2C(c2cccs2)N1c1ccc(F)cc1 (stereo not given) is listed as 4, -4, 8, -1, -2, 2, -3, -4, -2
CCOc1ccc(NC(=O)CN(C)C(=O)c2cc(S(=O)(=O)N3CCCCC3)ccc2C)cc1OCC is listed as 9, 3, 4, 3, 2, 2, -3, 3, 4

The results go on:
SMILES	GSTO1 inh	PAD4 inh	pPAFAH FP inh	LYPLA2 counter	PAFAH1B3 inh	PME-1 inh	LYPLA1 counter	PAFAH2 inh	PAFAH1B2 FP inh
Cc1ccc(NC(=O)C2CCCN(S(=O)(=O)c3c(C)noc3C)C2)c(Br)c1 (stereo not given)	1	1	0	-9	2	0	-3	7	5
Cn1c2ccc(F)cc2c2ncn(Cc3ccco3)c(=O)c21	-1	2	3	1	2	2	-1	3	3
COc1ccc(/C(O)=C2\C(=O)C(=O)N(CCN(C)C)C2c2cccc(OC)c2OC)cc1Cl (stereo not given)	-5	0	6	4	4	-2	2	3	-3
O=C(NCCCCCCNC(=O)c1ccncc1)c1ccncc1	7	-2	-3	-1	13	-5	-2	12	3
Cc1cccc(CN2CCN(CC(C)C)C(CCO)C2)n1 (stereo not given)	1	3	2	10	4	4	2	-3	1
O=S(=O)(c1ccccc1)N1CCCc2ccccc21	2	-4	2	-3	.	4	-6	.	.
Cn1cc(SCC(=O)N2CCOCC2)c2ccccc21	0	-1	9	5	7	4	5	-1	4
COc1cccc(CNC(=O)C2CCN(S(=O)(=O)c3ccc4c(c3)CC(C)N4C(C)=O)CC2)c1 (stereo not given)	2	-5	9	1	3	7	6	-2	0
O=C(Nc1ccc2c(c1)OCO2)Nc1cnccn1	2	3	-4	2	3	4	-1	6	3
FC(F)(F)c1ccc(N/N=C/c2cccnc2)nc1	-8	-3	7	-2	0	3	0	3	6
C=CCSC(=C(C#N)C#N)c1cc2c([nH]1)CCCC2	-15	3	12	6	14	5	-5	-2	1
COc1ccc(CNC(=O)C2CCCN(C(=O)Nc3ccc(OC)cc3)C2)cc1 (stereo not given)	7	-1	4	3	4	3	-4	-2	6
O=C(COC(=O)CCN1C(=O)c2cccc([N+](=O)[O-])c2C1=O)NCc1ccccc1	10	-2	3	1	6	0	0	4	-2
CCOC(=O)N1CCC(N2CC34C=CC(O3)C(C(=O)Nc3ccc(C(C)C)cc3)C4C2=O)CC1 (stereo not given)	-4	-2	9	-3	9	1	1	1	0
N#C/C(=C/c1ccc(N2CCCC2)c([N+](=O)[O-])c1)c1nc2ccccc2[nH]1	-3	-2	4	7	4	29*	3	5	4
COc1ccc(O)c(C(c2c(C)[nH][nH]c2=O)c2c(C)[nH][nH]c2=O)c1	30	0	4	5	38*	-1	0	11	27*
CC(C)c1nc(SCC(=O)Nc2cccc(S(N)(=O)=O)c2)n[nH]1	3	-3	1	0	8	-1	-1	4	4
Cc1ccc(CNS(=O)(=O)c2cn(C)c(=O)n(C)c2=O)cc1	-6	0	-3	-1	6	-6	-2	-1	15
CC(=O)C1=C(O)C(=O)N(c2ccccn2)C1c1ccc(Cl)cc1 (stereo not given)	0	-3	0	0	-5	-4	0	-2	4
CCc1onc(C)c1C(=O)Nc1ccc2c(c1)OCO2	12	2	-4	1	5	-4	2	1	6
O=C(c1noc2c1CCCC2)N1CCCC(N2CCN(c3ccccc3F)CC2)C1 (stereo not given)	-2	10	-6	5	4	-6	0	-5	3
CCC(=O)Nc1cccc(-n2nnnc2SCC(=O)NCc2ccco2)c1	10	-3	-5	17	9	1	3	3	8

Bioassay records deposited in PubChem BioAssay by The Scripps Research Institute Molecular Screening Center.
